Bcl-B displacement: displacers of TR3 peptide from Bcl-B, primary screen, selectivity assay for Bfl-1 inhibitor project, biochemical, fluorescence polarization; FP displacement of FITC-TR3 peptide from Bcl-B; higher % means a stronger effect; displacement, % at 20 µM; hits with a dose series show IC50 in µM; Bcl-2-like protein 10 (Homo sapiens); 0.11% of 96,000 active;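 active = displacement above 50% at 20 µM plus a fluorescence interference ratio under 1.5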;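 also: plate controls were wells without compound for no effect and wells lacking Bcl-B protein for full effect; a part of the inactive calls stands beside numbers as strong as those of hits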
MRP resist rev: reversal of MRP1-mediated doxorubicin resistance, primary screen, H69AR cells, doxorubicin co-treatment. H69AR cells + 2 uM doxorubicin, CellTiter-Glo, 72 h. differential viability (reversal), % at 10 µM. 0.04% of 85,000 active;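 active = viability drop by adding the cancer drug above about 55%, with treated viability meeting a 40% cutoff, limit read from the data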;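 also: viability without doxorubicin minus viability with 2 µM doxorubicin for each compound; larger differential means the compound sensitizes cells more to doxorubicin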
PLAP inhibition: PLAP enzyme inhibitors, biochemical, luminescence, HTS (AID 690); 0.08% of 96,000 active; purified PLAP, luminescent substrate; higher % means a stronger effect; one-dose inhibition, % at 20 µM; IC50 in µM for titrated hits; Alkaline phosphatase, placental type (Homo sapiens); in the data active = a potency from the dose series; inactive = the rest, 99 in 100 with inhibition below about 30%; also: strong numbers were not always called active
IL1B NFkB pot: enhancers of NFkB p65 translocation in HUVEC – imaging, IL-1B stimulus, high-content imaging, primary screen; HUVEC IL-1B NFkB p65 nuclear translocation imaging; activation, % at 2 µM; 0.3% of 94,000 active;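 active = activation above 40%, about the mean plus 3 SD, also judged a hit on visual image review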;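 also: percent activation is computed from the nuclear over cytoplasmic p65 intensity ratio; values of inactives mirror those of a sister screen read the other way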
IL1B NFkB inh: inhibitors of IL-1B driven NFkB p65 nuclear import, primary screen, imaging, HUVEC, IL-1B stimulus, high-content imaging. HUVEC IL-1B NFkB p65 nuclear translocation imaging. inhibition, % at 2 µM. 0.43% of 94,000 active;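 active = inhibition above about 30% together with a positive call from visual inspection of the well image, limit read from the data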;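 also: nuclear over cytoplasmic p65 intensity ratio measured by imaging; 0% = IL-1B stimulated DMSO wells and 100% = unstimulated DMSO wells; values of inactives mirror those of a sister screen read the other way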
MRP resist rev cytotoxicity: also measured in MRP resist rev; calls as there; viability, %; H69AR cells, CellTiter-Glo, 72 h; measured here: cytotoxicity without doxorubicin
MRP resist rev with doxorubicin: recorded beside MRP resist rev, whose call it bears; viability, %; measured here: viability with 2 uM doxorubicin; stronger effect = lower value
IL1B NFkB inh cell count 2 µM: further read-out of IL1B NFkB inh, marked with its call; cell count; measured here: cells passing quality filter;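 raw number of nuclei counted in each imaged well without normalization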
IL1B NFkB pot cell count 2 µM: recorded beside IL1B NFkB pot, whose call it bears; cell count; measured here: cells passing quality filter
* hit, by the source's call; nt = no result given. Not all compounds are listed; the hit share may differ from the screen's.

SMILES	Bcl-B displacement	MRP resist rev	MRP resist rev cytotoxicity	MRP resist rev with doxorubicin	PLAP inhibition	IL1B NFkB pot	IL1B NFkB pot cell count 2 µM	IL1B NFkB inh	IL1B NFkB inh cell count 2 µM
CC(=O)c1cccc(NC(=O)Nc2cccs2)c1	-10%	3	93	90	3%	nt	nt	nt	nt
CCC(Oc1ccccc1)C(=O)Nc1nc2c(s1)C(=O)CC(C)(C)C2 (stereo not given)	-6%	-10	78	89	-2%	4	147	-4	147
COC(=O)c1ccc(OC(=O)c2ccc(OCc3c(C)noc3C)c(OC)c2)cc1	-14%	7	106	98	6%	nt	nt	nt	nt
Cc1cc(NC(=O)Cn2cc(C(F)(F)F)cc(Cl)c2=O)no1	-8%	-10	99	109	nt	-1	94	1	94
NC(=O)COC(=O)CCCc1nc2ccccc2s1	3%	9	87	79	-23%	27	122	-27	122
CCOC(=O)N1CCN(C(=O)c2cc(C)no2)CC1	-7%	7	91	83	19%	-3	187	3	187
CC(=O)Nc1ccc(C2=NN(CC#N)C(=O)SC2)cc1	-4%	nt	nt	nt	0%	-11	144	11	144
CCc1ccc(C2CC(=O)NC(SCC(=O)OC(C)C)=C2C#N)cc1 (stereo not given)	0%	16	85	69	-36%	-5	54	5	54
O=C1c2ccccc2C(=O)N1CCSc1nnc(-c2ccco2)n1Cc1ccccc1	6%	18	94	76	-24%	2	237	-2	237
CCOC(=O)c1ccc(N/C=C2/CCCC(C)C2=O)cc1 (stereo not given)	-126%	18	93	75	4%	10	86	-10	86
O=C1CC(N2CCN(c3ccccc3F)CC2)C(=O)N1c1ccc2c(c1)OCCO2 (stereo not given)	-10%	-20	82	102	-38%	nt	nt	nt	nt
CCc1ccc(C=NC23CN4CN(CN(C4)C2)C3)s1	1%	3	109	106	-46%	3	164	-4	164
O=C(O)COc1c(-c2ccccc2)oc2ccccc2c1=O	1%	9	102	93	0%	-5	108	5	108
c1ccc(-n2nnnc2-c2cnc(-c3ccncc3)nc2-c2cccs2)cc1	nt	2	73	71	nt	1	159	-1	159
COc1ccc(C(=O)Nc2cc(C(=O)c3ccccc3)c(C)oc2=O)cc1	-8%	nt	nt	nt	6%	7	113	-7	113
COC(=O)c1ccccc1NC(=O)N1CCN(S(=O)(=O)c2ccc(Cl)cc2)CC1	-2%	-20	80	100	15%	1	158	-1	158
COc1ccc(CNc2nc3c(c(=O)n(Cc4ccc(F)cc4)c(=O)n3C)n2C)cc1	-3%	37	77	40	8%	-3	196	3	196
O=c1cc(CN2CCN(c3ccccc3F)CC2)c2cc3c(cc2o1)CCCC3	-42%	36	93	57	15%	19	172	-19	172
COc1ccc(C2C(C(=O)N3CCOCC3)CCC(=O)N2c2cc(OC)c(OC)c(OC)c2)cc1 (stereo not given)	nt	-6	95	100	nt	28	139	-28	139
CC(C)C(NS(=O)(=O)c1cccs1)C(=O)NCCN1CCN(c2ccccc2)CC1 (stereo not given)	0%	7	87	79	-23%	-33	69	33*	69*
COc1ccc2cc(CN(CCc3ccccc3)Cc3nnnn3Cc3ccco3)c(=O)[nH]c2c1	-101%	-11	57	68	-69%	168*	91*	nt	nt
O=C1C(Cl)=C(N2CCCCC2)C(=O)N1c1ccccc1	-9%	8	88	80	0%	8	117	-8	117
COc1cccc(-c2nn(C)c3sc(C(=O)NCc4ccccn4)cc23)c1	-10%	-7	43	50	1%	nt	nt	nt	nt
Cc1ccc(NC(=O)/C(=C\c2ccc3c(c2)OCO3)NC(=O)c2ccco2)cc1	-11%	nt	nt	nt	0%	16	102	-16	102
COC(=O)c1cc(=O)nc2sc(-c3cccs3)nn12	-8%	-9	104	113	21%	0	136	0	136

Going on with the list.
SMILES	Bcl-B displacement	MRP resist rev	MRP resist rev cytotoxicity	MRP resist rev with doxorubicin	PLAP inhibition	IL1B NFkB pot	IL1B NFkB pot cell count 2 µM	IL1B NFkB inh	IL1B NFkB inh cell count 2 µM
CCCCCCn1c(SCC(C)C)nc2c1c(=O)[nH]c(=O)n2C	-1%	-9	56	64	-12%	6	95	-6	95
CCc1ccc2[nH]c(=O)c(CN(Cc3ccccc3OC)Cc3nnnn3Cc3ccco3)cc2c1	-5%	-12	12	24	-44%	6	158	-6	158
CC(C)C(OC(=O)c1cccs1)C(=O)NCc1cccs1 (stereo not given)	-10%	1	90	89	26%	3	73	-3	73
CC(O)C(NS(=O)(=O)c1ccc(Cl)cc1)C(=O)OCc1nnc(-c2ccccc2)o1 (stereo not given)	-4%	16	106	90	-20%	-6	141	6	141
Cn1nnnc1SCC(=O)NC1CCCCC1	4%	3	96	93	-14%	40	167	-40	167
Cc1ccc(OCc2ccc(C(=O)Nc3nccs3)o2)cc1	3%	2	88	86	0%	8	201	-8	201
COc1cccc(C2C(C(=O)Nc3ccc(C)cc3C)=C(C)Nc3ncnn32)c1OC (stereo not given)	-3%	-23	68	91	-22%	13	215	-13	215
CCOC(=O)c1ccc(NC(=O)CSc2nc3c(c(=O)n2-c2ccccc2OC)SCC3)cc1	-3%	-5	108	112	-55%	nt	nt	nt	nt
COC(=O)c1ccccc1NC(=O)c1ccc(Cn2cc(Cl)cn2)o1	2%	8	82	74	0%	-2	165	2	165
O=C(Nc1cccc(-c2cnc3ccccc3n2)c1)c1cccc(NC(=O)c2ccco2)c1	-12%	-2	8	10	-36%	11	199	-11	199
CN(C)C(=O)NCc1ccc(S(N)(=O)=O)cc1	-3%	6	103	97	3%	-7	8	7	8
Cn1cnc2c1c(=O)n(Cc1ccc(F)cc1Cl)c(=O)n2C	-6%	0	72	72	31%	14	154	-14	154
COc1ccc(NC(=O)c2cc(-c3ccccc3OC)on2)cc1	-2%	nt	nt	nt	-3%	7	168	-7	168
CCS(=O)(=O)N1Cc2ccccc2CC1C(=O)Nc1ccc(NC(C)=O)cc1 (stereo not given)	-6%	-1	85	85	-37%	-7	48	7	48
Cc1ccc(-c2nn3c(-c4ccco4)nnc3c3ccccc23)cc1S(=O)(=O)N1CCOCC1	-3%	9	70	60	-5%	nt	nt	nt	nt
CCc1ccc(NC(=O)CSc2nnc(-c3cnccn3)n2Cc2ccco2)cc1	-6%	2	95	93	-26%	nt	nt	nt	nt
c1cn(CCCNc2ncnc3nc[nH]c23)cn1	-6%	8	102	94	-72%	-12	177	12	177
CSc1ccccc1NC(=O)c1ccncc1	-4%	6	88	83	-3%	19	139	-19	139
COCCNC(=O)C(C#N)c1nc2ccccc2nc1N1CCCCCC1 (stereo not given)	-96%	nt	nt	nt	-15%	13	209	-13	209
COC(=O)CC1=C(C(=O)OC)C(c2ccc3c(c2Cl)OCO3)C(C#N)=C(N)O1 (stereo not given)	-4%	-13	63	76	-3%	11	113	-11	113
CCOC(=O)Cn1cnc2c(nnn2-c2ccc(OC)cc2)c1=O	4%	13	98	84	-9%	-10	102	10	102
CC(C)Cc1cc(C(=O)N2CCN(c3ccc(F)cc3)CC2)no1	-2%	-11	100	111	-44%	nt	nt	nt	nt
CCCCCn1nc(C)c2c(C)cc(=O)[nH]c21	nt	12	97	84	nt	5	159	-6	159
O=C(Nc1nc(N2C(=O)c3ccccc3C2=O)n(-c2ccccc2)n1)c1ccc(Cl)cc1	-1%	-23	54	77	-93%	5	141	-5	141
Fc1ccc(-c2[nH]ncc2-c2nnnn2-c2ccccc2)c(F)c1	4%	nt	nt	nt	-51%	-3	85	3	85

Limited to Bcl-B displacement, IL1B NFkB pot cell count 2 µM and IL1B NFkB inh cell count 2 µM, for 2 of the compounds above:
SMILES | Bcl-B displacement | IL1B NFkB pot cell count 2 µM | IL1B NFkB inh cell count 2 µM
CC(O)C(NS(=O)(=O)c1ccc(Cl)cc1)C(=O)OCc1nnc(-c2ccccc2)o1 (stereo not given) | -4% | 141 | 141
Cn1nnnc1SCC(=O)NC1CCCCC1 | 4% | 167 | 167

The listing continues.
SMILES	Bcl-B displacement	MRP resist rev	MRP resist rev cytotoxicity	MRP resist rev with doxorubicin	PLAP inhibition	IL1B NFkB pot	IL1B NFkB pot cell count 2 µM	IL1B NFkB inh	IL1B NFkB inh cell count 2 µM
COc1ccc(-c2nn(-c3ccccc3)cc2CO)cc1OC	5%	-6	71	77	-53%	nt	nt	nt	nt
O=C(COC(=O)c1cccnc1)Nc1ccccc1	nt	2	92	90	nt	-4	107	4	107
CC(C)(C)OC(=O)N1CCCC1C(=O)N1CCc2ccccc21 (stereo not given)	nt	4	88	84	nt	-1	149	1	149
O=C(CN1CCN(Cc2ccc3c(c2)OCO3)CC1)N1CCc2[nH]c3ccc(F)cc3c2C1	18%	0	69	69	-58%	16	144	-16	144
O=C1OCCC1Sc1nc2ccccc2n1-c1ccccc1 (stereo not given)	5%	-6	99	104	-33%	14	210	-14	210
CCN(CC(=O)Nc1ccccc1OC)C(=O)C1CC2C=CC1C2 (stereo not given)	-1%	20	102	83	18%	1	146	-1	146
O=S(=O)(Cc1cc(Oc2ccccc2)nc(-c2ccccc2)n1)c1ccccc1	-14%	nt	nt	nt	1%	5	183	-5	183
CCCCNC(=O)C1C2C=CC3(CN(Cc4ccccc4Cl)C(=O)C13)O2 (stereo not given)	-19%	nt	nt	nt	-2%	-16	110	16	110
CCc1cc2c(=O)[nH]cnc2s1	-8%	17	95	78	-2%	3	156	-3	156
Cc1cc(C)n(CC(=O)N/N=C/c2ccco2)n1	-8%	-3	97	100	4%	7	134	-7	134
Cc1ccc(NC(=S)NCCN2CCOCC2)cc1	1%	nt	nt	nt	16%	14	188	-14	188
Cc1ccc(NC(=O)CCc2c(C)nc3ncnn3c2C)cc1	7%	7	99	92	-7%	-1	170	1	170
Cc1ccc2oc(=O)cc(CN3CCC(C)CC3)c2c1	-2%	-3	77	80	17%	6	55	-6	55
O=C(C1CCN(Cc2cc(Cl)ccc2O)CC1)N1CCN(Cc2ccccc2)CC1	0%	1	73	72	-38%	13	136	-12	136
O=C(CC(Nc1ccccc1)C(=O)O)c1ccccc1 (stereo not given)	3%	0	90	90	-24%	nt	nt	nt	nt
COc1ccccc1-n1c(SCC(=O)N2CCCCC2)nc2cccnc21	5%	-12	76	88	-46%	9	184	-9	184
COc1cccc(C2CC(C(F)(F)F)n3ncc(C(=O)NCC4CCCO4)c3N2)c1 (stereo not given)	4%	1	85	84	-58%	3	168	-3	168
COc1ccc(CNC(=O)C2C3C=CC4(CN(Cc5cccnc5)C(=O)C24)O3)cc1 (stereo not given)	-22%	-8	78	86	-6%	35	179	-35	179
Cn1cnnc1SC1CCCCC1NS(=O)(=O)c1ccccc1 (stereo not given)	3%	11	93	82	8%	nt	nt	nt	nt
COC(=O)c1nc2ccccc2s1	nt	-12	87	98	nt	20	146	-20	146
CCOc1cc(C(=O)Nc2cc(C)on2)cc(OCC)c1OCC	-4%	4	81	78	8%	12	135	-12	135
CC(C)Oc1ccc(-c2cc(C(=O)NCCN3CCOCC3)c3ccccc3n2)cc1	4%	-12	49	61	-40%	2	164	-2	164
COc1cccc(-c2nnc(NC(=O)c3ccc(S(=O)(=O)N4CC(C)OC(C)C4)cc3)o2)c1 (stereo not given)	3%	nt	nt	nt	-48%	0	197	0	197
CCCCSc1nc(C)c(CC(=O)OC)c(=O)[nH]1	-3%	-1	89	90	-9%	nt	nt	nt	nt
CS(=O)(=O)N(CCc1ccccc1)CC(=O)N1CCN(c2ccc(F)cc2)CC1	nt	18	102	84	nt	0	105	0	105

(cont.)
SMILES	Bcl-B displacement	MRP resist rev	MRP resist rev cytotoxicity	MRP resist rev with doxorubicin	PLAP inhibition	IL1B NFkB pot	IL1B NFkB pot cell count 2 µM	IL1B NFkB inh	IL1B NFkB inh cell count 2 µM
CS(=O)(=O)c1cnc2c(-c3ccc(F)cc3)cnn2c1N	11%	nt	nt	nt	-6%	1	137	-1	137
COc1cccc(C2CC(c3ccccc3Cl)n3ncnc3N2)c1 (stereo not given)	-4%	-22	77	99	-26%	nt	nt	nt	nt
c1ccc(-c2noc(C3CCCCC3)n2)nc1	-4%	2	88	86	7%	3	161	-3	161
CCc1cccc(NC(=O)CCc2nc(-c3cccs3)no2)c1	1%	2	99	97	-2%	6	58	-6	58
COc1cc(C)c(Cl)c(C)c1S(=O)(=O)NCc1ccc2c(c1)OCO2	1%	-2	94	97	-2%	1	137	0	137
CCOC(=O)/C=C1\NC(=O)C(C)S1 (stereo not given)	-1%	0	104	104	-1%	-11	163	11	163

From PubChem
